# Screens: PubChem, Broad Institute
# ERAP1 inh: inhibitors of human ERAP1 aminopeptidase; Q9NZ08; recombinant ERAP1, Leu-AMC fluorescence, 60 min; inhibition, % at 10.7 µM; 340,000 tested, 0.15% active; AID 652197;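 active = mean replicate inhibition of at least 30%, or all replicates individually reaching that 30% level; inactive = mean below 30% and not every replicate reaching it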;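 note: 0% = neutral control wells and 100% = L-leucinethiol positive control wells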
# PGC1a acetyl inh: modulators of PGC1a acetylation | U2OS PGC1a acetylation, AlphaScreen anti-acetyl-lysine; with virally co-expressed GCN5 acetyltransferase | 350,000 tested, 0.17% active | inhibition, % at 15.6 µM;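 active = every replicate shows inhibition of at least 40%; inconclusive = mean inhibition at least 40% but some replicate below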;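 note: 0% = neutral control wells and 100% = positive control wells; some results beyond the cut were filed as inactive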
# E-sel inducer: induces E-selectin expression in human endothelial cells; P16581; HUVEC E-selectin immunofluorescence imaging; normalized: neutral wells 0, TNF-alpha wells 100; activation, % at 7.58 µM; 260,000 tested, 0.37% active; AID 686992;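 active = mean E-selectin-positive cell signal at least 10% of the positive control, reached in at least 60% of replicates, without over 20% cell loss; inconclusive = no rule given, readout overlaps actives, possibly toxicity-flagged; inactive = the rest, including those meeting only one limit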;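 note: in these data hits start at about 27%; measured in HUVEC primary endothelial cells; signal is the percent of cells scored E-selectin positive by PE staining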
# Target sequence (P16581 whole entry, looked up): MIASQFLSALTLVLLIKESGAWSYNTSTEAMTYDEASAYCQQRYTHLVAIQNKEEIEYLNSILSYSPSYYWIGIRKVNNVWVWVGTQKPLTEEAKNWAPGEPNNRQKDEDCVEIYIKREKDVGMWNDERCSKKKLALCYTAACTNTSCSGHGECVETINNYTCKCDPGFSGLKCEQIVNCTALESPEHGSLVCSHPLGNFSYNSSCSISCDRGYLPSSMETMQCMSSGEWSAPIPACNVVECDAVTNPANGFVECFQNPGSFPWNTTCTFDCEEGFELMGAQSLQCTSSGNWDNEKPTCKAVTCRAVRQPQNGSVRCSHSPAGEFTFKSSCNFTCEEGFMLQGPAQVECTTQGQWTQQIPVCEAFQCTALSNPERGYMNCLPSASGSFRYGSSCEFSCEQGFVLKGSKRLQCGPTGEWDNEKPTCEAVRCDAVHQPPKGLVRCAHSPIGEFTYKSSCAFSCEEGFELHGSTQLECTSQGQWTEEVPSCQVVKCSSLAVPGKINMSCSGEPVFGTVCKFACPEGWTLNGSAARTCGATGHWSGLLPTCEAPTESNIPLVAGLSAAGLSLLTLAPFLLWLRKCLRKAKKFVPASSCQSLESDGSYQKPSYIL
#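 material = human umbilical vein endothelial cells (HUVEC), E-selectin induction | quantity = 3,000 cells/well | medium = EGM-2 growth medium on 0.1% gelatin-coated wells | technique = immunofluorescence imaging | read-out basis = % PE-positive cells | control set = TNF-alpha positive control, DMSO neutral control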
# RAD54 branch: RAD54 (human) branch migration inhibition; Q92698; RAD54 Holliday junction branch migration, FAM/BHQ fluorescence; inhibition, % at 10.4 µM; 360,000 tested, 0.14% active;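 active = mean normalized replicate activity at least 40 and at least half of replicates scoring 40 or more; inconclusive = only one of the two criteria met; inactive = mean below 40 and under half of replicates reaching 40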;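 note: 0% = median of neutral control wells and 100% = median of positive control wells; inhibitors cause a drop in the FAM fluorescence signal; in these data hits start at about 50%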
# RAD52 anneal inh: blocks human RAD52 DNA annealing; P43351; recombinant RAD52 DNA annealing, FRET fluorescence; inhibition, % at 18.7 µM; 360,000 tested, 0.46% active; AID 651710;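 active = every replicate showing at least 50% inhibition; inconclusive = mean inhibition at least 50% but not in every replicate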
# Target sequence (P43351 whole entry, looked up): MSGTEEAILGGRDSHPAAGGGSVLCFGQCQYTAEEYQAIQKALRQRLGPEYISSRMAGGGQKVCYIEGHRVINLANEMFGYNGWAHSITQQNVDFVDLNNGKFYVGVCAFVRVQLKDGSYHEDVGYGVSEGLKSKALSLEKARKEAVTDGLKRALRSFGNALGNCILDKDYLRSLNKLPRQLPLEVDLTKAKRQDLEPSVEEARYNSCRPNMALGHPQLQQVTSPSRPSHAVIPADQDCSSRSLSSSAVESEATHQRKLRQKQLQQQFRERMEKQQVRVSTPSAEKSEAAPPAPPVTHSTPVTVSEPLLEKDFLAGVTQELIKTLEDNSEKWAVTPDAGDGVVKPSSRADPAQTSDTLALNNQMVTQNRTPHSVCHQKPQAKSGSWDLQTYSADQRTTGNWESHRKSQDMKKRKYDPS
# miR122 inh: inhibitors of miR-122 in Huh7 cells; Huh7 miR-122 Renilla luciferase sensor, 48 h; neutral wells = 0, positive control = 100; activation (reporter increase), % at 12.5 µM; 340,000 tested, 0.3% active; AID 602342;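 active = mean replicate activation score at least 90 and every replicate individually at or above 90; inconclusive = only one of the two criteria met; inactive = neither criterion met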;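 note: higher luciferase means less miR-122 activity so hits act as miR-122 inhibitors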
# Cneo AK release: Cryptococcus neoformans lysis via adenylate kinase release; C. neoformans lysis, adenylate kinase release luminescence, 4 h; normalised: neutral wells 0, clomiphene wells 100; 360,000 tested, 0.2% active; lysis activity, % at 15 µM;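 active = mean lysis activity across replicates of at least 80%, whatever share of replicates individually reach that level; inactive = mean lysis activity below 80%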
#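 Material – Cryptococcus neoformans yeast cells · Quantity – 5 × 10^6 yeast cells/mL · Buffer or medium – YPD medium · Compound – single dose · Timing – 4 h static compound exposure, 37 °C, read 1 h post-reagent · Signal – adenylate kinase release luminescence · Read-out basis – lysis from increased AK signal · Benchmarks – Clomiphene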
# PglD inh: PglD (C. jejuni) enzyme inhibition; purified PglD enzyme, DTNB colorimetric CoA detection; inhibition, % at 12.5 µM; 360,000 tested, 0.098% active; in the data active = inhibition above about 16%, passing the limit was not always enough; inconclusive = no clear call, values can overlap the other calls; note: strong numbers were not always called active
# Active calls of the source: *; ? = inconclusive; . = no result given; [ ] = remark or other dose.
SMILES,ERAP1 inh,PGC1a acetyl inh,E-sel inducer,RAD54 branch,RAD52 anneal inh,miR122 inh,Cneo AK release,PglD inh
CC(C)CN1CN(Cc2ccco2)CNC1=S,.,-5,.,7,.,-2,-5,-6
C[C@H]1CN([C@@H](C)CO)C(=O)c2cccc(NS(=O)(=O)c3ccccc3)c2O[C@@H]1CN(C)C,0,-7,-7.7,15,20,10[16.7 µM],44,-2
O=C(Nc1ccccc1)c1ccc2c(c1)OCO2,.,17,.,0,.,2,4,0
CC(=O)Nc1ccc(NC(=O)CCOc2ccccc2C)cc1,1,.,0.0,.,-5,-6,.,.
CCCCn1c(N)c(N(CC(C)C)C(=O)CCCc2cccs2)c(=O)[nH]c1=O,0,.,0.0,6,-19,.,6,3
C[C@H](CO)N1C[C@H](C)[C@@H](CN(C)S(=O)(=O)c2cn(C)cn2)Oc2c(NC(=O)c3nc4ccccc4s3)cccc2C1=O,0,4,0.1,-5,8,-4[16.7 µM],-2,0
C[C@@H]1CN([C@@H](C)CO)C(=O)c2cccc(NC(=O)C3CC3)c2O[C@@H]1CN(C)Cc1ccc(-c2ccccc2)cc1,0,9,1.3,1,8,-4[16.7 µM],16,1
CC1=NOC(=O)/C1=C\c1ccc(-c2ccc(Br)cc2C(=O)O)o1,38*,21,.,5,-39,-1,1,0
C[C@@H]1CN([C@H](C)CO)C(=O)c2cc(N(C)C)ccc2O[C@H]1CN(C)S(=O)(=O)c1ccc(F)cc1,-1,-2,0.0,13,-5,-2[16.7 µM],-2,-6
Cc1ccc(-n2cnc3c(=O)[nH]cnc32)cc1[N+](=O)[O-],1,3,0.0,7,1,-5,1,6
COCCN(C(=O)COC(=O)CCOc1cccc(C)c1)c1c(N)n(Cc2ccccc2)c(=O)[nH]c1=O,-4,1,.,-7,-15,-6,-1,-3
C[C@H]1CN([C@@H](C)CO)S(=O)(=O)c2ccc(-c3ccc(C#N)cc3)cc2O[C@H]1CN(C)C(=O)Nc1cc(F)ccc1F,4,4,-0.2,19,-17,-4[16.7 µM],-1,-3
Cc1onc(-c2c(Cl)cccc2Cl)c1C(=O)Nc1nccs1,-4,.,16,-3,-12,.,1,-3
C[C@H]1CN([C@@H](C)CO)C(=O)c2ccccc2-c2ccccc2CO[C@H]1CN(C)Cc1ccc(Cl)c(Cl)c1,1,-5,-0.6,.,2,.,.,.
O=C(Nc1ncc(Cc2ccccc2)s1)c1cccs1,.,-14,.,3,.,-5,2,4
CC=Cc1ccc2n(c1=O)C[C@@H]1[C@@H](CO)[C@H](C(=O)NCC)[C@H]2N1Cc1nccs1 (mixture of isomers),2,.,-0.2,11,-10,-3[16.7 µM],4,3
O=C(NCC(O)CO)c1csc(Nc2cccc3ccccc23)n1 (stereo not drawn),-3,-3,.,-2,-12,0,1,-4
COc1ccc(NC(=O)Nc2cccc3c2O[C@@H](CN(C)Cc2ccccc2)[C@@H](C)CN([C@@H](C)CO)C3=O)cc1,-2,-14,0.0,-12,9,39[16.7 µM],38,-1
O=C(NCC(O)c1ccc([N+](=O)[O-])cc1)c1cccc(S(=O)(=O)N2CCOCC2)c1 (stereo not drawn),-1,3,-0.6,-3,3,-2,0,5
O=C(C1CCN(C2CC(=O)N(c3cccc(Cl)c3)C2=O)CC1)N1CCCCCC1 (stereo not drawn),.,-6,.,2,.,-3,-4,2
COc1cccc(NC(=O)N[C@@H]2CC[C@@H](CC(=O)Nc3ccccc3)O[C@@H]2CO)c1,0,1,0.1,3,5,.,0,-4
CC1C(=O)C(C)C(c2ccccc2F)NC1c1ccccc1F (stereo not drawn),0,-10,.,-1,-11,-1,4,3
CC[C@@H]1CC=C[C@H]2[C@H]1C(=O)N(Cc1ccccc1)[C@H]2c1ccc(C(F)(F)F)cc1,-2,.,-0.1,-3,-11,36,-1,-1
O=C(NCC1CC1)[C@H]1[C@H](CO)[C@H]2Cn3c(cccc3=O)[C@@H]1N2C(=O)c1ccc(F)cc1,-1,-6,-0.8,0,3,-4[16.7 µM],1,0
COCC(=O)N1CC2(C1)CN(Cc1ccc3c(c1)OCO3)[C@H](CO)c1c2c2ccc(OC)cc2n1C,-3,0,-0.2,.,-11,.,.,.
COc1ccc(C(=O)Nc2ccccc2-c2nnn(CC(=O)N3CCOCC3)n2)cc1,0,2,.,.,-5,0,.,.
O=[N+]([O-])c1nn(-c2ccccc2)n(O)c1=NCCc1ccccc1,.,10,.,-17,.,-6,-2,3
CCN(CC)C(=O)c1cccc(-c2csc(C(C)(O)c3ccc(F)c(F)c3)n2)c1 (stereo not drawn),.,4,.,3,.,-2,-1,1
CC(Nc1ccc2c(c1)OCCO2)C(=O)N1c2ccccc2CC1C (stereo not drawn),2,0,0.3,.,-15,.,.,.
Cc1nc(-n2nnc(CO)c2CO)nc2c1CCC2,-5,12,-0.4,0,-3,6,-2,-1
CCCNC(=O)N[C@H]1C=C[C@@H](CC(=O)NC2CCCCC2)O[C@@H]1CO,1,-6,-0.2,1,-4,.,5,-1
O=C(COc1ccc(Cl)cc1Cl)N/N=C/CCc1ccccc1,.,-4,.,7,.,3,2,0
Cc1ccc(C2c3[nH]c4ccccc4c3C[C@H]3C(=O)N(c4ccccc4C(=O)N4CCC[C@@H]4C(=O)O)C(=O)N23)cc1 (stereo partly drawn),5,-2,.,8,-15,-1,-1,4
Nc1ncnc2c1cnn2C1CCCCC1,0,.,0.3,-3,-11,.,-1,.
COc1ccc(-n2ncc3c2CC(C)(C)CC3NC(=O)c2ccoc2C)cc1 (stereo not drawn),3,.,-0.2,2,-6,-2,-2,-2
Cc1ccc(NC(=S)/C(=C(\[O-])c2ccc(F)cc2)[n+]2ccccc2)cc1,5,6,6.1,.,-5,.,.,.
COc1ccc(F)c(CN2CCCC(CO)(Cc3cccc(Cl)c3)C2)c1 (stereo not drawn),1,5,0.3,0,-49,-1,-2,-1
CC(C)(C)OC(=O)C[C@H]1C/C=C\C[C@H](CC(=O)NCCO)C(=O)NC[C@H](c2ccccc2)OC1=O,-4,-10,-0.2,-3,-14,6,1,0
CC[C@@]1(C(=O)OC)N[C@H](CN(C)C(=O)Nc2ccc(Cl)cc2)[C@@H]2C(=O)N(Cc3ccccc3)C(=O)[C@@H]21,.,.,0.3,0,-12,.,1,-2
CC1(c2ccccc2)CCC(=O)NC1 (stereo not drawn),-3,.,0.1,-1,7,-5,70,-6
CCOC(=O)C(=O)Nc1ccc(S(=O)(=O)Nc2nccc(C)n2)cc1,0,.,-0.2,-9,-59,28,-2,4
CCC(=O)N1CCC2(CC1)CN(Cc1cc(F)ccc1F)[C@@H](CO)c1[nH]c3cc(OC)ccc3c12,-1,8,0.6,.,-53,.,.,.
COc1cccc(S(=O)(=O)N[C@H]2CC[C@H](CC(=O)NC3CCC3)O[C@H]2CO)c1,-2,5,0.1,-1,7,.,-1,2
O=[N+]([O-])c1ccc(Oc2ccc(F)cc2)c2ccncc12,.,?,.,-4,.,-9,-2,0
O=C(C[C@H]1CC[C@@H](NC(=O)c2ccncc2)[C@@H](CO)O1)NCCc1ccncc1,1,-3,-0.7,7,-6,.,0,-1
CC1CCCC(NC(=O)COC(=O)Cc2ccsc2)C1C (stereo not drawn),.,6,.,-7,.,4,1,-4
COc1ccc2c(c1OC)C(=O)N1C2SC[C@H]1C(=O)NC1CC1 (stereo partly drawn),-1,-5,.,9,-4,1,-1,-1
O=C(OCc1cn([C@@H]2C[C@H](c3ccc(Cl)cc3)N(Cc3cccs3)C[C@H]2O)nn1)c1ccccc1,.,2,3.0,1,-7,-3,-1,-1
O=C(Nc1ccc(Cl)cn1)c1cccc2c(Br)cccc12,2,-6,1.2,6,-3,.,-4,0
O=C(c1cnccn1)N1CC[C@@H]2[C@H]1c1cc(-c3ccccc3)ccc1N[C@@H]2CO,0,5,-0.7,-11,-62,5[16.7 µM],-2,1

# Going on with the list.
SMILES,ERAP1 inh,PGC1a acetyl inh,E-sel inducer,RAD54 branch,RAD52 anneal inh,miR122 inh,Cneo AK release,PglD inh
CCN(CC)S(=O)(=O)c1ccc(O)c(NC(=O)COc2ccc(S(=O)(=O)N3CCOCC3)cc2)c1,-2,.,-0.5,7,-12,.,1,-1
CC(C)NC(=S)Nc1ccc(Oc2ccccc2)cc1,.,3,.,-4,.,18,4,0
COc1ccc(C(=Cc2ccccc2[N+](=O)[O-])C(=O)O)cc1,-4,8,.,.,-5,2,.,.
Cc1noc(C)c1COc1cccc(C(=O)Nc2ccccc2)c1,0,-15,.,-4,-1,3,-1,-1

# A different layout for part of the listing above:
mol | ERAP1 inh | PGC1a acetyl inh | E-sel inducer | RAD54 branch | RAD52 anneal inh | miR122 inh | Cneo AK release | PglD inh
CCC(=O)N1CCC2(CC1)CN(Cc1cc(F)ccc1F)[C@@H](CO)c1[nH]c3cc(OC)ccc3c12 | -1 | 8 | 0.6 | . | -53 | . | . | .
COc1cccc(S(=O)(=O)N[C@H]2CC[C@H](CC(=O)NC3CCC3)O[C@H]2CO)c1 | -2 | 5 | 0.1 | -1 | 7 | . | -1 | 2
O=[N+]([O-])c1ccc(Oc2ccc(F)cc2)c2ccncc12 | . | ? | . | -4 | . | -9 | -2 | 0
O=C(C[C@H]1CC[C@@H](NC(=O)c2ccncc2)[C@@H](CO)O1)NCCc1ccncc1 | 1 | -3 | -0.7 | 7 | -6 | . | 0 | -1
CC1CCCC(NC(=O)COC(=O)Cc2ccsc2)C1C (stereo not drawn) | . | 6 | . | -7 | . | 4 | 1 | -4
COc1ccc2c(c1OC)C(=O)N1C2SC[C@H]1C(=O)NC1CC1 (stereo partly drawn) | -1 | -5 | . | 9 | -4 | 1 | -1 | -1
O=C(OCc1cn([C@@H]2C[C@H](c3ccc(Cl)cc3)N(Cc3cccs3)C[C@H]2O)nn1)c1ccccc1 | . | 2 | 3.0 | 1 | -7 | -3 | -1 | -1
O=C(Nc1ccc(Cl)cn1)c1cccc2c(Br)cccc12 | 2 | -6 | 1.2 | 6 | -3 | . | -4 | 0
O=C(c1cnccn1)N1CC[C@@H]2[C@H]1c1cc(-c3ccccc3)ccc1N[C@@H]2CO | 0 | 5 | -0.7 | -11 | -62 | 5[16.7 µM] | -2 | 1
CCN(CC)S(=O)(=O)c1ccc(O)c(NC(=O)COc2ccc(S(=O)(=O)N3CCOCC3)cc2)c1 | -2 | . | -0.5 | 7 | -12 | . | 1 | -1
CC(C)NC(=S)Nc1ccc(Oc2ccccc2)cc1 | . | 3 | . | -4 | . | 18 | 4 | 0
COc1ccc(C(=Cc2ccccc2[N+](=O)[O-])C(=O)O)cc1 | -4 | 8 | . | . | -5 | 2 | . | .
Cc1noc(C)c1COc1cccc(C(=O)Nc2ccccc2)c1 | 0 | -15 | . | -4 | -1 | 3 | -1 | -1
